# Screens as filed in PubChem BioAssay.
# SENP8 inh: blocks the human protease SENP8; Q96LD8; purified SENP8, Z-RLRGG-aminoluciferin cleavage, luminescence; inhibition, % at 10 µM; 330,000 tested, 1.2% active; AID 2540
# Target sequence (Q96LD8 whole entry, looked up): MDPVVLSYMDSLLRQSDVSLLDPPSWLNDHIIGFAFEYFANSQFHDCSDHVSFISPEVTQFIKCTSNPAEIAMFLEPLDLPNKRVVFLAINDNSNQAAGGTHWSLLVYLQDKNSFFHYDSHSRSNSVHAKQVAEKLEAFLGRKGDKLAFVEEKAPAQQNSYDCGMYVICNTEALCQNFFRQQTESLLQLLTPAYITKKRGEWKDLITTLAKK
# EBI2 antag: EBI2 (human) antagonism; 360,000 tested, 0.81% active; inhibition, % at 5 µM; P32249; EBI2 beta-arrestin recruitment, luminescence, 7a,25-OHC stimulated; in the data active = inhibition above about 38%;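 also: enzyme fragment complementation signal reports receptor beta-arrestin coupling in cells; 0% = agonist plus DMSO wells and 100% = wells without agonist; some results beyond the cut were filed as inactive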
# CCR6 antagonist: blocks CCL20-driven beta-arrestin recruitment at human CCR6; P51684; CHO-K1 CCR6 PathHunter beta-arrestin, luminescence, CCL20-stimulated; inhibition, % at 20 µM; 340,000 tested, 0.49% active;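 active = compounds whose inhibition of the agonist-driven luminescence signal at 20 µM reaches about 50%, limit read from the data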;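 also: cells stimulated with CCL20 at 14 nM final; plate controls were DMSO with CCL20 for no effect and DMSO without agonist for full effect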
# Target sequence (P51684 whole entry, looked up): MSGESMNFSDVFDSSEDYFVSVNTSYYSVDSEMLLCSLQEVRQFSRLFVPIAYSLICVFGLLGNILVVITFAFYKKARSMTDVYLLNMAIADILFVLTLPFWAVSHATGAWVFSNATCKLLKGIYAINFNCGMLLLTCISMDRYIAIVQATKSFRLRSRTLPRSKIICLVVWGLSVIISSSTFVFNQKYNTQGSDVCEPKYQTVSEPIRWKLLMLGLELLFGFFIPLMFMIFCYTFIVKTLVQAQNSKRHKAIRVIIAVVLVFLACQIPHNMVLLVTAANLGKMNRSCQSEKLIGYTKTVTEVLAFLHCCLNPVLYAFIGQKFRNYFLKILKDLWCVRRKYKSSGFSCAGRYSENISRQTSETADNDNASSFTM
# Gli-Sufu antag: Gli-Sufu pathway antagonism. inhibition, % at 5 µM. Sufu-KO-LIGHT fibroblasts, Gli luciferase reporter luminescence. 340,000 tested, 0.74% active;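 active = inhibition above about 55%, limit read from the data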;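 also: 0% = DMSO-treated cells and 100% = wells with medium but no cells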
# Jurkat NFkB inh: inhibitors of the PMA/ionomycin-induced NF-kB reporter in Jurkat cells | 330,000 tested, 0.53% active | PMA/ionomycin-induced NF-kB luciferase reporter, luminescence | inhibition, % at 4 µM | AID 435003
# 697 NFkB inh: lowers PMA/ionomycin-induced NF-kB signal in 697 B cells | 697 B-cell NF-kB luciferase reporter, 16 h | inhibition, % at 4 µM | 330,000 tested, 0.33% active; in the data active = inhibition above about 35%
# UBC13 polyUb: inhibitors of human UBC13 polyubiquitin chain formation | inhibition, % at 20 µM | P61088 | 330,000 tested, 0.47% active | TR-FRET; in the data active = inhibition above about 45%, passing the limit was not always enough
# Target sequence (P61088 whole entry, looked up): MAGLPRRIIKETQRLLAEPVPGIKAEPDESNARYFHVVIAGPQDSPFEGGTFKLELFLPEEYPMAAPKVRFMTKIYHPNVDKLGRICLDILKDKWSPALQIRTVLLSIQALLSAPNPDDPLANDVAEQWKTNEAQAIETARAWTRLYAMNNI
# Apaf1 inhib: human Apaf-1 inhibition; O14727; reconstituted apoptosome caspase-3 activity, DEVD-Rh110 fluorescence; inhibition, % at 20 µM; 330,000 tested, 0.71% active; AID 489030; active = inhibition of at least 40% at 20 µM;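 also: plate controls were DMSO wells for no effect and DEVD-CHO caspase inhibitor wells for full effect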
#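 Material: reconstituted apoptosome with Apaf-1, cytochrome c, caspase-9, procaspase-3, dATP / Buffer or medium: pH 7.5 Hepes buffer with CHAPS, BSA, DTT / Also added: cytochrome c with DEVD-Rh110 / Schedule: compound with Apaf-1, dATP, procaspase-3 30 min, then 50 min reaction, room temperature / Technique: rhodamine 110 fluorescence at Ex 480/Em 540 nm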
# Active calls of the source: *; / = no result given. Rule as the data show it, unless noted: active = inhibition above about 50%; inactive = the rest. This is a subset; the hit share may differ from the screen's.
# Sample of the layout:
SMILES,SENP8 inh,EBI2 antag,CCR6 antagonist,Gli-Sufu antag,Jurkat NFkB inh,697 NFkB inh,UBC13 polyUb,Apaf1 inhib
COc1cc(NC(=O)C2CCN(S(=O)(=O)c3ccc4c(c3)CC(C)N4C(C)=O)CC2)cc(OC)c1OC (centres undefined),-4.8,-5.0,3.2,-1.3,5.4,2.2,10.5,-8.3
Cc1ccc(-c2cc(C(=O)Nc3cc(C)on3)no2)cc1,-0.6,-5.7,-0.2,-19.9,-8.2,3.2,-0.3,-10.9
O=C(Nc1nc2ccccc2[nH]1)c1cccc(F)c1,82.0*,-8.4,31.0,-19.3,-150.3,-190.2,-3.1,13.3

# The listing, from the first entry:
SMILES,SENP8 inh,EBI2 antag,CCR6 antagonist,Gli-Sufu antag,Jurkat NFkB inh,697 NFkB inh,UBC13 polyUb,Apaf1 inhib
COc1cc(NC(=O)C2CCN(S(=O)(=O)c3ccc4c(c3)CC(C)N4C(C)=O)CC2)cc(OC)c1OC (centres undefined),-4.8,-5.0,3.2,-1.3,5.4,2.2,10.5,-8.3
Cc1ccc(-c2cc(C(=O)Nc3cc(C)on3)no2)cc1,-0.6,-5.7,-0.2,-19.9,-8.2,3.2,-0.3,-10.9
O=C(Nc1nc2ccccc2[nH]1)c1cccc(F)c1,82.0*,-8.4,31.0,-19.3,-150.3,-190.2,-3.1,13.3
CCN(CC(=O)Nc1c(F)cccc1F)C(=O)/C=C/c1ccc(C)o1,-19.0,-2.8,12.2,-1.7,-0.2,3.6,-11.4,-5.8
Cc1ccc(C)c(S(=O)(=O)N2CCCCC2CCNC(=O)C(=O)NCCc2ccco2)c1 (centres undefined),15.8,6.8,16.0,10.2,8.0,1.2,5.6,12.7
Cc1ccc(S(=O)(=O)N2CCN(C(=O)CCC(=O)NCc3ccc(F)cc3)CC2)cc1,-8.1,-17.5,-5.4,-1.6,6.9,9.7,-13.3,7.6
CCOC(=O)N1CCN(C(=O)c2cc3c(=O)n4ccccc4nc3s2)CC1,11.2,1.9,-8.1,-5.7,-8.1,6.6,11.6,3.1
CCOC(=O)C1(Cc2ccccc2C)CCCN(C(=O)c2ccc3nccnc3c2)C1 (centres undefined),-7.6,-12.0,2.6,-2.9,-16.7,-40.0,-7.6,-330.4
NS(=O)(=O)c1ccc(NC(=S)NC(=O)C2CCCCC2)cc1,-3.0,1.5,19.7,-6.2,-11.3,9.3,0.4,-8.0
COc1ccccc1NC(=O)COC(=O)c1ccc2c(c1)nc(C)n2-c1ccccc1,-10.7,1.7,-0.2,4.1,3.9,8.9,15.2,16.7
NC(=O)C1(c2ccccc2)OC1c1ccccc1 (centres undefined),-2.2,-2.8,-11.5,-29.9,2.9,22.7,-2.3,-3.5
COc1ccc(Cl)cc1S(=O)(=O)N(C)CC(=O)NCc1ccccn1,11.3,2.7,3.6,-22.7,1.0,-5.6,1.7,4.6
Cc1ccc(SCc2nc(-c3cccnc3)no2)cc1,0.4,5.5,1.9,-15.3,-0.2,20.2,1.3,0.3
Cc1cc(C)c(CSc2ncc(-c3ccc([N+](=O)[O-])cc3)[nH]2)c(C)c1,-7.9,19.2,23.2,1.7,1.5,-24.1,-11.5,14.5
CCCOP(=O)(c1ccccc1)c1ccccc1,-7.0,1.5,9.7,0.9,-0.6,-4.4,2.2,-3.4
Cc1cccc(C(=O)Nc2ccc(N3CCN(c4ccc(C(F)(F)F)cn4)CC3)nc2)c1,6.3,-4.3,-0.9,10.7,5.6,7.8,-0.6,-30.4
Cc1ccc(OC(C)C(=O)N/N=C/c2ccccn2)cc1 (centres undefined),-2.3,-5.4,1.4,-27.8,-9.3,-3.6,-28.9,7.9
CC(C)(C)n1nnnc1C(c1cccs1)N(Cc1ccc(Cl)cc1)CC1CCCO1 (centres undefined),5.0,60.4*,13.6,-7.9,-0.1,-19.4,7.3,13.7
CCN(CC(=O)NC1CCCCC1)S(=O)(=O)c1ccc(Cl)cc1,-8.3,-2.8,-3.2,-2.3,1.1,-3.9,-0.6,5.0
NC(=O)N/N=C/c1c(Sc2nnnn2-c2ccccc2)nc2ccccn2c1=O,4.8,10.4,3.9,16.7,22.7,-44.1,-1.4,2.2
CN1CCCC1=Nc1c2c(nc3ccccc13)N(C)CC2,1.3,0.8,1.5,7.9,-13.8,-13.0,-20.3,-1.4
CC(=O)Nc1ccc(NC(=O)C(C)OC(=O)C23CC4CC(CC(Cl)(C4)C2)C3)cc1 (centres undefined),3.6,2.3,7.0,0.7,0.0,22.7,1.5,10.9
Cc1ccc(NS(=O)(=O)c2ccc(-n3cccn3)cc2)cc1F,-13.1,-3.0,-6.3,-9.8,0.8,-16.7,-2.6,10.1
COc1ccc(OC)c(C2c3c(oc4ccccc4c3=O)C(=O)N2CCCN(C)C)c1 (centres undefined),-12.6,-7.5,0.8,-0.1,0.7,14.8,-1.5,-2.9
COc1cc(C(C)=O)ccc1OCC(=O)N(CCC1=CCCCC1)c1c(N)n(Cc2ccccc2)c(=O)[nH]c1=O,-3.7,9.1,6.1,14.4,-4.2,11.1,0.9,9.1
Cc1ccc(C2C3=C(CC(C)(C)CC3=O)Nc3onc(C)c32)cc1 (centres undefined),-12.3,-3.4,11.3,1.9,-5.6,-11.7,1.5,11.5
O=C(CCS(=O)(=O)c1cc(Br)cc2c1N(C(=O)C1CC1)CC2)NCC1CCCO1 (centres undefined),-4.4,-2.9,-9.6,5.0,-11.6,6.6,-1.6,6.8
O=C(/C=C\c1ccco1)Nc1cc([N+](=O)[O-])ccc1F,-11.7,-8.6,3.7,22.8,67.9*,-31.1,-10.5,3.6
CC1CN(C(=O)/C=C/c2ccc([N+](=O)[O-])s2)CC(C)O1 (centres undefined),6.6,-1.4,-3.6,-0.8,-4.9,23.5,-20.3,-0.5
CC(C)C(NC(=O)COc1ccc2ccccc2c1)C(=O)N/N=C/C=C/c1ccccc1 (centres undefined),-1.2,-2.4,-17.9,-7.7,-5.0,-2.1,-23.2,9.3
Clc1ccc2noc(-c3ccccc3)c2c1,-12.5,-10.1,1.2,5.1,-5.5,-9.7,2.5,0.9
O=S(=O)(Cc1ccccc1)N1CCN(Cc2ccc3c(c2)OCO3)CC1,-7.6,4.3,-3.5,6.4,-11.9,-0.2,-0.9,9.1
O=C(Nc1nc(-c2nc3ccccc3s2)cs1)C1CC1,17.6,7.9,-7.9,-157.2,-170.5,-187.0,-4.6,10.3
CCn1c(=O)cc(SCC(=O)Nc2ccc3c(c2)OCCO3)c2ccccc21,5.7,-2.1,-3.8,0.4,2.3,15.4,23.0,-16.7
CCOC(=O)c1cc(CN2CCOCC2)oc1-c1ccccc1,-1.4,5.6,9.0,15.1,-7.1,-37.8,-7.4,12.1
Cc1ccc(S(=O)(=O)N2CCN(C(=O)CCCOc3ccc(Cl)cc3C)CC2)cc1,-3.8,78.8*,14.0,20.2,6.4,-0.9,-3.9,23.7
C=CCOC(=O)C1=C[C@@H](c2csc3ccccc23)C[C@@H](OCCCCO)O1,-2.2,-0.1,1.8,-0.1,10.9,15.5,-1.6,16.6
O=C(CN1C(=O)/C(=C/c2ccccc2F)Oc2ccccc21)N1CCN(c2ccccn2)CC1,-6.9,-6.0,-2.8,9.8,15.9,-16.2,27.9,-7.0
CC(C)[C@H](NC(=O)c1ccco1)C(=O)OCC(=O)Nc1cccc(F)c1,-0.5,6.4,12.3,3.1,-2.6,-2.1,1.4,-5.6
Cc1ccc(C(=O)NCCC2=CCCCC2)cc1S(=O)(=O)N1CCCCC1,-7.9,8.1,25.1,-22.1,-12.3,-71.4,-4.4,17.2
Cc1cccc(C)c1NC(=O)NNC(=O)c1cc(C(C)(C)C)nn1Cc1ccccc1,2.0,-6.0,8.4,7.1,10.1,-0.7,-2.8,-0.1
O=S(=O)(Nc1ccc(-c2nnc(SCc3ccc(Cl)cc3)o2)cc1)c1ccccc1,-7.6,2.9,10.2,-1.7,-2.9,0.0,-24.1,8.2
Cc1cc(C)c(C)c(S(=O)(=O)NCc2ccc(C(=O)NCC3CCCO3)cc2)c1C (centres undefined),4.9,-3.0,8.5,/,-5.5,17.1,0.4,12.8
O=c1cc(-c2ccccc2)nc2nc(COc3ccccc3)[nH]n12,-5.3,5.8,-2.2,1.1,-10.0,13.5,-6.5,1.7
Fc1ccccc1OCCSc1nc2ccccc2o1,-22.7,-1.8,19.6,-13.2,-35.5,-57.6,-11.7,13.1
C[C@]12CC[C@@H]3c4ccc(OC(=O)c5ccccc5)cc4CC[C@H]3[C@@H]1CC[C@@H]2O,5.9,18.4,3.9,-11.5,14.5,8.2,13.8,18.2
CCc1ccc(Nc2cnn(-c3nc4ccccc4s3)c(=O)c2Cl)cc1,-9.2,-29.2,20.8,-38.2,-3.5,-35.4,-3.2,5.8
COc1ccc(C(=O)CCC(=O)O)cc1,0.2,-3.4,-4.7,1.8,5.3,-0.2,-0.7,-1.2
O=C(NC(=S)Nc1ccccc1Br)c1ccc2c(c1)OCO2,-7.2,3.6,25.5,-46.2,-14.5,-60.3,7.7,6.1
COc1ccccc1/C=C(/C(=O)NCCCn1ccnc1)c1ccccc1,1.3,10.6,14.7,5.9,9.5,-7.3,11.5,4.4
O=C(NC(=S)Nc1cccc2cc(O)ccc12)c1ccco1,4.3,5.9,13.8,5.1,11.8,5.2,0.1,17.1
O=C(O)CCC1=C2c3ccccc3CCN2C(=O)CC1,1.3,-1.2,-4.0,3.1,-13.0,10.2,1.8,5.4
CSCCC(NS(=O)(=O)c1cccc(C(F)(F)F)c1)C(=O)N(C)CCOc1ccc(Cl)cc1 (centres undefined),-5.2,21.5,5.7,2.8,-2.0,-0.6,-6.2,27.8
C/C(=N/NC(=O)c1cc(-c2ccc(Br)s2)[nH]n1)c1ccco1,-14.7,-6.0,8.2,-7.1,-13.2,11.8,-2.5,5.5
COc1cccc(OC)c1CNC(=O)CCSCc1ccccc1F,-5.1,-10.7,5.4,-0.9,-18.1,-4.2,-10.3,8.7
CN(C)Cc1ccccc1COc1ccccc1,-3.1,-2.7,8.0,2.6,-19.7,5.6,-11.9,12.9
NS(=O)(=O)c1ccc(N/N=C/c2cn(-c3ccccc3)nc2-c2cccs2)c([N+](=O)[O-])c1,-0.1,21.3,27.1,6.4,-25.5,-7.3,-78.6,2.0
CCC(C)N(C(=O)CSc1nncn1C)C1CCS(=O)(=O)C1 (centres undefined),-13.5,-2.2,-1.1,0.9,0.2,-8.4,-15.7,5.3
COc1cc(OC)cc(C(=O)NCC(=O)Nc2ccc(-c3ccccc3)cc2)c1,-12.0,22.3,-5.5,-23.5,22.7,-46.7,6.6,14.9
Cc1ccc2nc(NC(=O)CSCc3ccccc3)sc2c1,2.8,8.2,10.6,-28.5,-8.0,-10.6,-4.3,14.6

# The closing 3 records of the part above come first, to join the parts.
SMILES,SENP8 inh,EBI2 antag,CCR6 antagonist,Gli-Sufu antag,Jurkat NFkB inh,697 NFkB inh,UBC13 polyUb,Apaf1 inhib
CCC(C)N(C(=O)CSc1nncn1C)C1CCS(=O)(=O)C1 (centres undefined),-13.5,-2.2,-1.1,0.9,0.2,-8.4,-15.7,5.3
COc1cc(OC)cc(C(=O)NCC(=O)Nc2ccc(-c3ccccc3)cc2)c1,-12.0,22.3,-5.5,-23.5,22.7,-46.7,6.6,14.9
Cc1ccc2nc(NC(=O)CSCc3ccccc3)sc2c1,2.8,8.2,10.6,-28.5,-8.0,-10.6,-4.3,14.6
COc1ccc(C(CNC(=O)c2c(C)nn(Cc3ccccc3)c2Cl)N2CCOCC2)cc1 (centres undefined),12.9,9.4,17.2,4.3,11.4,3.9,16.5,-6.8
CN1CCN(NC(=S)NC2CCCC2)CC1,-6.5,-14.7,18.0,-4.2,-17.7,2.7,-1.2,-9.5
Cc1nnc(Sc2cc(C(=O)NCCCOC(C)C)c3ccccc3n2)s1,-4.2,-8.4,2.4,-16.1,3.7,8.0,-5.6,-21.8
CC(NC(=O)CN1C(=O)c2ccccc2C1=O)c1ccccc1 (centres undefined),-0.8,-9.2,15.4,2.7,-2.8,-11.2,2.1,-3.2
Cc1cc(C)nc(SCC(=O)NNC(=O)c2ccccc2C)n1,-0.6,-4.0,-1.4,4.3,-0.8,-12.9,-3.5,4.4
